# KCNQ1 pot: human KCNQ1 channel potentiation or activation. CHO-K1 KCNQ1, thallium flux FluxOR fluorescence; stronger effect = higher value. B-score at 10 µM. actives 0.35% (n = 310,000);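 active = fluorescence ratio B-score, a plate-corrected score, at least three library SD, with initial intensity B-score within 5 SD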
#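 Assay system: CHO-K1 cells stably expressing KCNQ1; Medium: assay buffer with matched DMSO; Also added: K+/Tl+ depolarizing stimulus; Dosing: single dose; Timing: dye 90 min, compound 20 min, room temperature; Measured by: kinetic FluxOR thallium fluorescence, 10-s 1-Hz baseline, 110-s post-stimulus read; Read-out: peak-minus-minimum fluorescence over initial fluorescence, negative-control normalized, B-scored.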
# hERG protect: hERG (human) protection from proarrhythmic block | CHO-hERG, FluxOR thallium flux, dofetilide IC70 present | activation (rescue from dofetilide block), less the hit threshold, % at 10 µM | actives 0.51% (n = 310,000);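 active = activation above the mean of controls blocked by dofetilide plus 5 SD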;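 note: thallium influx through hERG after potassium depolarization seen as dye fluorescence rise; in these data hits start at about 4.7%; inactives centre near -7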
# Dyrk1A ADPGlo: Dyrk1A (rat) kinase inhibition; Q63470; ADP-Glo luminescence, NFATc1 peptide; inhibition, % at 12.5 µM; actives 0.43% (n = 310,000); in the data active = inhibition above about 50%;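 note: plate controls were vehicle with enzyme for no effect and no enzyme for full effect; many of its hits are not listed in these tables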
# TRPC4 potent: allosterically enhances the mouse TRPC4 cation channel; Q9QUQ5; HEK293 TRPC4beta/mu-opioid, DAMGO EC20, Fluo-4 Ca2+ flux; stronger effect = higher value; AID 2227; actives 0.42% (n = 310,000); B-score at 10 µM;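 active = B-score of calcium response area above 5 SD of library B-scores, with initial fluorescence ratio within 5 SD of library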;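 note: B-score of integrated fluorescence ratio over time as area under calcium response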
# TRPC4 agonist: opens the mouse TRPC4 cation channel; HEK293 TRPC4beta/mu-opioid, Fluo4 calcium fluorescence; stronger effect = higher value; B-score at 10 µM; actives 0.49% (n = 310,000); AID 2237;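 active = B-score above 5 SD of library B-scores, and initial fluorescence ratio not above library mean plus 5 SD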;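 note: positive B-score marks a calcium rise read as TRPC4 activation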
#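 Assay system: HEK293 cells stably co-expressing mouse TRPC4beta and mu-opioid receptor / Timing: Fluo4 dye loading 45 min at room temperature, 110 s recording / Signal: Fluo4 calcium-sensitive dye fluorescence, kinetic, 1 Hz baseline / Read-out: integrated baseline-normalised fluorescence ratio, converted to per-well B score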
# HDAC3 inh: human HDAC3 inhibition. inhibition, % at 8.3 µM. recombinant HDAC3, fluorogenic peptide/trypsin coupled, fluorescence. AID 2718. actives 0.15% (n = 320,000). O15379; in the data active = inhibition above about 26%, passing the limit was not always enough
# Target sequence (O15379 whole entry, looked up): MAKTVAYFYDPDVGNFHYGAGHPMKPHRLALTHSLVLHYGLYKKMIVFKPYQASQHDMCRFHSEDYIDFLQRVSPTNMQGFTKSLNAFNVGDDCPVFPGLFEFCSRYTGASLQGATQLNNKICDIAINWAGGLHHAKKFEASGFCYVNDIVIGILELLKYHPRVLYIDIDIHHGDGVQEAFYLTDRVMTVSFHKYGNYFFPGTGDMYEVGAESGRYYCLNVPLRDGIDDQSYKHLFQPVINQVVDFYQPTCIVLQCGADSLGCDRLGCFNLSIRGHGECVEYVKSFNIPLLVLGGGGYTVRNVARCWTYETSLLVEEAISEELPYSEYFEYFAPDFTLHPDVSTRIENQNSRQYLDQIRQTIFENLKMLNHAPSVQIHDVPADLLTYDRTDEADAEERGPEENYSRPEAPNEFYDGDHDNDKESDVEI
# KCNQ1 block: blocks the human KCNQ1 potassium channel; P51787; actives 1.3% (n = 310,000); B-score at 10 µM; CHO-K1 KCNQ1, FluxOR thallium flux fluorescence; stronger effect = higher value; AID 2642;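 active = compounds whose thallium flux B-score, printed positive for inhibition, exceeds three library SD while starting fluorescence stays within three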;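 note: channel opened by potassium depolarization with thallium stimulus after 20 min compound exposure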
# ANO1 block: blocks the mouse calcium-activated chloride channel TMEM16A | normalized B-score (activity score, 25-100; higher = stronger inhibition) at 10 µM | actives 1.2% (n = 310,000) | AID 588511 | HEK293 TMEM16A/YFP iodide influx fluorescence, ionomycin | Q8BHY3;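 active = ratio plate-corrected score three or more library SD toward inhibition, starting fluorescence score within five deviations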;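 note: score derived from kinetic fluorescence span divided by baseline fluorescence per well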
# KCNK9 block: blocks the human KCNK9 two-pore domain potassium channel | Q9NPC2 | actives 1.2% (n = 310,000) | B-score at 10 µM | HEK293 KCNK9, FluxOR thallium flux fluorescence; stronger effect = lower value;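 active = ratio B-score over 3 SD below the library mean, with starting fluorescence within 5 SD of its mean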;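 note: negative B-score means less thallium flux so channel inhibition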
# KCNK3 inh: human KCNK3 channel inhibition, primary screen. O14649. CHO-KCNK3 thallium flux, FluxOR fluorescence; stronger effect = lower value. B-score at 10 µM. actives 0.84% (n = 340,000). AID 602410;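 active = B-score under library mean minus 4 SD, starting fluorescence ratio at most library mean plus 5 SD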;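 note: more negative B-score means stronger inhibition of thallium flux through KCNK3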
# Target sequence (O14649 whole entry, looked up): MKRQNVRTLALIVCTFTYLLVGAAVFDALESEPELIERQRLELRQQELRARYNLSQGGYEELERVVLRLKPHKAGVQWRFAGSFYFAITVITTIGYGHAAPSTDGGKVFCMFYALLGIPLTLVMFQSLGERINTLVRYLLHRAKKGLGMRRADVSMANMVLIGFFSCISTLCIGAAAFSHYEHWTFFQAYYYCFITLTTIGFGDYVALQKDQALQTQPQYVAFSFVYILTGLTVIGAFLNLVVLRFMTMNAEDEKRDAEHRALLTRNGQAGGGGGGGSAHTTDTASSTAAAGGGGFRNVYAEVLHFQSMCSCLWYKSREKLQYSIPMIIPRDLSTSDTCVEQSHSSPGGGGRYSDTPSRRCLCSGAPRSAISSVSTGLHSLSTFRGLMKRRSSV
# ANO1 activ: activates or potentiates the mouse TMEM16A chloride channel. HEK293 TMEM16A/YFP-H148Q/I152L, iodide quench fluorescence; stronger effect = lower value. B-score at 10 µM. actives 0.3% (n = 340,000);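 active = fluorescence-ratio B-score plate-corrected deviation score at least 3 library SD below zero, with starting fluorescence score within 5 deviations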;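 note: channel opened by trigger with iodide after compound preincubation; score built on the fluorescence ratio of max minus min over baseline; more negative score means more quench and so TMEM16A activation or potentiation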
# Numbers without * were called inactive; i = inactive; x = no result given. This is a subset, so the mix of outcomes need not match the whole.
SMILES,KCNQ1 pot,hERG protect,Dyrk1A ADPGlo,TRPC4 potent,TRPC4 agonist,HDAC3 inh,KCNQ1 block,ANO1 block,KCNK9 block,KCNK3 inh,ANO1 activ
O=C(COCc1cc(-c2cccs2)on1)NC1CCCCC1,i,-9.3,2.3,i,i,-0.6,i,i,i,i,i
Cc1ccc(N2CC(C(=O)N3CCC4(CC3)CC(=O)c3ccccc3O4)CC2=O)cc1 (centres undefined),i,-8.0,3.5,i,i,-4.1,i,i,i,i,i
COc1ccc(CCn2ccc(O)c(Cc3ccc(Cl)cc3)c2=O)cc1OC,i,-10.1,2.3,i,i,5.1,i,i,i,i,i
CCN(CC)CCNC(=O)c1ccc2c(=O)n(CCc3ccccc3)c(=O)[nH]c2c1,i,-19.5,0.9,i,i,0.6,i,i,i,i,i
O=C(CC1SC(=Nc2ccccc2)N(Cc2ccccn2)C1=O)Nc1cccc(Cl)c1 (centres undefined),i,-16.9,3.9,i,i,0.6,i,i,i,i,i
COC(=O)c1ccc(Cn2cc(/C=C\[N+](=O)[O-])c3ccccc32)o1,i,-5.6,x,i,i,6.0,i,i,i,i,i
O=C(CCc1c[nH]c2ccccc12)NCc1ccncc1,i,-8.4,0.0,i,i,3.7,i,i,i,i,i
CCCCN1C(=O)N(c2ccc(Cl)cc2)C(C)(O)CC1(C)C (centres undefined),i,-4.4,-0.8,i,i,2.8,i,i,i,i,i
Fc1ccc(N2CCN(c3ccc4c(C(F)(F)F)cc(C(F)(F)F)nc4n3)CC2)cc1,i,3.3,-1.7,i,i,-0.3,i,i,i,i,i
Cc1cc2ncc(S(C)(=O)=O)c(N)n2n1,i,-13.3,x,i,i,5.4,i,i,i,i,i
Cc1cc(C)c(S(=O)(=O)N2CCN=C2c2ccccc2)c(C)c1,i,-10.0,-2.3,i,i,0.4,i,i,i,i,i
CN1CCN(C(=O)c2ccccc2N(Cc2ccccc2)S(C)(=O)=O)CC1,i,-4.8,-1.5,i,i,-3.9,i,i,i,i,i
C=CCOc1c(Br)cc(CNn2nnnc2N)cc1OCC,i,-4.6,-8.4,i,i,5.1,i,i,i,i,i
CSc1ccccc1NC(=O)CN(C)CC(=O)Nc1ccc(N2CCOCC2)cc1,i,-12.9,x,i,i,1.3,i,i,i,i,i
OCC1(CCOc2ccccc2)CCN(Cc2nc3ccc(F)cc3[nH]2)CC1,i,-8.0,-1.0,i,i,-4.8,i,i,i,i,i
CC(NC(=O)c1ccccc1NC(=O)c1ccccc1)C(=O)N1CCOCC1 (centres undefined),i,-4.5,-8.3,i,i,-0.5,i,i,i,i,i
O=C(Nc1ccc(Br)cc1Cl)c1cnccn1,i,-7.5,1.5,i,i,1.4,i,i,i,i,i
COc1cc(C2C3=C(CC(C)(C)CC3=O)N(C)C(=O)N2C)cc(OC)c1OC (centres undefined),i,-12.4,-2.3,i,i,-5.3,i,i,i,i,i
Clc1ccc2nc(N3CCN(c4ccccc4)CC3)sc2c1,i,0.2,-1.6,i,i,-7.2,i,i,i,i,i
COc1ccccc1C1/C(=C(/O)c2ccccc2)C(=O)C(=O)N1CCO (centres undefined),i,-8.7,-7.3,i,i,3.5,i,i,i,i,i
CC(C)OC(=O)CSc1nc(-c2ccc(F)cc2)nc2ccc(F)cc12,i,-10.1,0.1,i,i,-2.5,i,i,i,i,i
C=CCCN(C(CC(C)C)C(=O)OC)S(=O)(=O)c1cc(Br)ccc1Br (centres undefined),i,-9.0,2.4,i,i,3.9,i,i,i,i,i
CC(=O)Nc1ccc(S(=O)(=O)N2CCC(C(=O)NCc3ccco3)CC2)cc1,i,-10.9,-1.1,i,i,-4.2,i,i,i,i,i
COCCn1c(SCC(=O)Nc2ccc(Cl)cn2)nc2ccccc21,i,-7.8,-3.3,i,i,-2.6,i,i,i,i,i
C#CCOCCOCCOCCNc1nc(N2CCOCC2)nc(N2CCN(C(=O)[C@H](C)n3cc(CCCN=C(N)N)nn3)CC2)n1,i,-10.7,4.9,i,i,-2.2,i,i,i,i,i
COc1ccc(C(=O)c2c(N)sc3c2CCN(C(=O)OC(C)(C)C)C3)cc1,i,-9.5,x,i,i,4.5,i,i,i,i,i
CC(/C=N\NC(=O)Cn1c(C)nc2ccccc21)=C\c1ccccc1,i,-9.0,-4.3,i,i,-0.2,i,i,i,i,i
CCCNC(=O)c1ccc2c(=O)c(O)c(-c3ccc(C)cc3)[nH]c2c1,i,-6.5,-9.4,i,i,-4.0,i,i,i,i,i
NC(=O)COc1ncn(-c2ccccc2)n1,i,-6.4,2.8,i,i,-6.9,i,i,i,i,i
Nc1ccc(OCC(O)C[n+]2ccc(CCS(=O)(=O)[O-])cc2)cc1 (centres undefined),i,-14.3,3.4,i,i,0.9,i,i,i,i,i
COc1ccc(C2CCCN2C(=O)Nc2cccc(C(C)=O)c2)cc1OC (centres undefined),i,-5.4,19.2,i,i,-5.1,i,i,i,i,i
CCCCNC(=O)c1sc(=S)n(-c2ccccc2OC)c1N,i,-10.0,2.0,i,i,4.4,i,i,i,i,i
Cn1c(SCC(=O)Nc2nccs2)nnc1C12CC3CC(CC(C3)C1)C2,i,-9.4,19.0,i,i,2.2,i,i,i,i,i
CCOC(=O)c1ccc(NC(=O)Nc2ncccc2C)cc1,i,-8.3,-0.6,i,i,6.5,i,i,i,i,i
COc1ccc2nc(C(C)O)[nH]c2c1 (centres undefined),i,-1.6,0.2,i,i,-5.0,i,i,i,i,i
CN1/C(=C\C(=O)CSc2cccc[n+]2[O-])C(C)(C)c2ccccc21,i,-4.0,x,i,i,-9.7,i,i,i,i,i
COc1ccc(/C=C/C(=O)NC(=S)N2CCCCC2)cc1OC,i,-10.0,-1.1,i,i,3.1,i,i,i,i,i
Cc1ccc(S(=O)(=O)N2CCCC(C(=O)NC3CC3)C2)cc1 (centres undefined),i,-4.3,2.8,i,i,3.4,i,i,i,i,i
Cc1c(NC(=S)N/N=C/c2cccc(O)c2)c(=O)n(-c2ccccc2)n1C,i,1.3,-1.3,i,i,9.8,i,i,i,i,i
COc1cc(C(=O)Nc2cc(C)c(OCC(=O)N3CCOCC3)c(C)c2)cc(OC)c1OC,i,-10.0,1.5,i,i,0.9,i,i,i,i,i
Cc1ccc(CN2CCC(Oc3cccc(C(=O)N(C)CCN(C)C)c3)CC2)cc1C,i,-3.0,5.3,i,i,-0.5,i,i,i,i,i
Cc1cc(C)n(C(C[N+](=O)[O-])c2ccc(Cl)cc2)n1 (centres undefined),i,-13.6,3.9,i,i,2.8,i,i,i,i,i
CCn1c2ccccc2c2cc(CNCCCN3CCOCC3)ccc21,i,-5.0,7.4,i,i,0.5,i,i,i,i,i
CCCCn1c(O)c(N=NC(=O)c2ccccc2NS(=O)(=O)c2cccs2)c2ccccc21,i,-4.7,-5.2,i,i,5.0,i,i,i,i,i
O=C(NCC(=O)N(CCN1CCOCC1)C(C(=O)NC1CCCC1)c1cccnc1)c1cccs1 (centres undefined),i,-5.3,0.8,i,i,-3.0,i,i,i,i,i
O=C(CCNS(=O)(=O)/C=C/c1ccccc1)NCCc1c[nH]c2ccccc12,i,-13.0,-6.4,i,i,-1.3,i,i,i,i,i
Cc1c(C(=O)N2CCN(c3ccccn3)CC2)sc2ncnc(N3CCN(c4ccccc4)CC3)c12,i,-10.1,3.1,i,i,-4.3,i,i,i,i,i
CCN(CC)S(=O)(=O)c1ccc(NC(=O)CSc2nnc(-c3cccc(OC)c3)n2C)cc1,i,-9.8,-1.7,i,i,2.0,i,i,i,i,i
O=C(NC(=S)Nc1ccccc1)c1ccc(-c2ccccc2)cc1,i,-6.0,3.5,i,i,-10.4,i,i,i,i,i
O=S(=O)(c1ccc(Br)cc1)N1CCCC1,i,-7.3,8.1,i,i,4.8,i,i,i,i,i
O=C(Cc1ccc(Cl)cc1)NCC(=O)N1CCCC1,i,-3.0,13.8,i,i,-6.8,i,i,i,i,i
CC(=O)Nc1ccc(S(=O)(=O)Nc2cccc(-c3ccc4nncn4n3)c2)cc1,i,-11.0,-0.3,i,i,-7.2,i,i,i,i,i
COc1ccccc1C(=O)NC(=O)COC(=O)Cc1n[nH]c(=O)c2ccccc12,i,-5.2,-1.4,i,i,x,i,i,i,i,i
COc1ccccc1C1CC(=O)Nc2cc(C)c(C)cc21 (centres undefined),i,-6.0,-0.3,i,i,0.8,i,i,i,i,i
Cn1cc(/C=C/C(=O)c2ccccc2)c2ccccc21,i,-11.8,7.4,i,i,-0.5,i,i,i,i,i
CN1CCN(CC(=O)NN(Cc2ccccc2)c2ccccc2)CC1,i,-8.5,-3.6,i,i,-9.6,i,i,i,i,i
OC(CNCc1ccccn1)c1ccccc1 (centres undefined),i,-3.6,-7.6,i,i,-0.8,i,i,i,i,i
O=C(c1ccco1)N1CCN(c2c([N+](=O)[O-])nn(-c3cccc(Cl)c3)[n+]2[O-])CC1,i,-10.2,5.5,i,i,-1.1,i,i,i,i,i
COC(=O)CN1C(=O)C(C)(C)Oc2ccc(C(=O)Nc3cccc(OC)c3)cc21,i,-17.6,2.5,i,i,5.1,i,i,i,i,i
Cc1ccc(CN2CCc3c(OCC(=O)Nc4cc(C)ccc4C)cccc3C2=O)cc1,i,-11.7,x,i,i,-6.2,i,i,i,x,x

# Further records.
SMILES,KCNQ1 pot,hERG protect,Dyrk1A ADPGlo,TRPC4 potent,TRPC4 agonist,HDAC3 inh,KCNQ1 block,ANO1 block,KCNK9 block,KCNK3 inh,ANO1 activ
CCOCCCNC(=O)C1CCC(CNS(=O)(=O)c2cccc3nsnc23)CC1 (centres undefined),x,x,-6.0,x,x,2.8,x,i,x,i,i
Cc1nc2cc(-c3ccccc3)nn2c(C)c1CCC(=O)N1CCN(c2ccccc2)CC1,i,-11.7,3.1,i,i,14.8,i,i,i,i,i
O=C(Nc1ccc(N2C(=O)C3C4C=CC(C4)C3C2=O)cc1Cl)c1cccs1 (centres undefined),i,-3.7,-6.0,i,i,1.3,i,i,i,i,i
CCN1CCN(C(c2cccs2)C(C)NC(=O)c2ccccc2OC)CC1 (centres undefined),i,-8.6,6.9,i,i,x,i,i,i,i,i
COCc1cc(C)n(CC(=O)NCC2CCCO2)c(=O)c1C#N (centres undefined),i,-9.5,-9.8,i,i,-11.5,6*,i,i,i,i
CCN1CCN(S(=O)(=O)c2ccc3c(c2)OCCO3)CC1,i,-9.6,0.8,i,i,-7.6,i,i,i,i,i
O=S(=O)(Nc1nc(SCc2ccc(Cl)cc2)n[nH]1)c1ccccc1,i,-6.8,x,i,i,1.1,i,i,i,i,i
